Screening results (PubChem BioAssay)
AmpC inh no detg: AmpC beta-lactamase inhibition without detergent; AID 485341; Potency, µM (top dose mostly 57.1 µM), without a hit: at the highest dose activity change, negative = inhibition, most hits filed as inhibitors; AmpC nitrocefin hydrolysis, absorbance 480 nm, 0.0001% Triton; 330,000 compounds, 0.52% hits; P00811;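 further: potency means the concentration at half of the fitted maximal effect; plate controls were no compound for no effect and no enzyme for full effect; nearly all actives have a fitted effect of over 20% in size; some results filed as inactive show a strong effect at the top dose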
Target sequence (P00811 whole entry, looked up): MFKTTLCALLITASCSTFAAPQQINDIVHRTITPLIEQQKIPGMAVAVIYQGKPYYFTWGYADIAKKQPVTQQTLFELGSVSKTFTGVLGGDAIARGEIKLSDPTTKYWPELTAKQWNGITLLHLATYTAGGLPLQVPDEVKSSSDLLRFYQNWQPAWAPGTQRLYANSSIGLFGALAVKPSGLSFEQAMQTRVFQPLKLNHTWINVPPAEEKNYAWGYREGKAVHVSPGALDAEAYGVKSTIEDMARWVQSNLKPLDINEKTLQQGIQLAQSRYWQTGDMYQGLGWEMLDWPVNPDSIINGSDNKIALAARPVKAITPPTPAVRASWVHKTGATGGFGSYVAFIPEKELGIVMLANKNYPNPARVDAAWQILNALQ
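20 mM phosphate pH 7.0 + 0.01% (detergent screen) or 0.0001% Triton X-100; 5.3 nM AmpC reagent; cpd preinc 15 min RT; nitrocefin (800 uM stock) to start; A480 q20 s × 4 min; Activity was normalised to no-enzyme and no-compound control wells.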
AmpC inh detg: inhibitors of E. coli AmpC beta-lactamase with detergent | AmpC hydrolysis of nitrocefin, absorbance 480 nm, 0.01% Triton | Potency, µM (doses to about 114 µM), for inactives: at the highest dose activity change, negative = inhibition, actives largely listed as inhibitors | 370,000 compounds, 0.041% hits;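 further: potency means the concentration at half of the fitted maximal effect; 0% = no-compound wells and -100% = no-enzyme wells; nearly all actives have a fitted effect of over 25% in size; some results filed as inactive show a strong effect at the top dose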
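20 mM phosphate pH 7.0 + 0.01% (detergent screen) or 0.0001% Triton X-100; 5.3 nM AmpC reagent; cpd preinc 15 min RT; nitrocefin (800 uM stock) to start; A480 q20 s × 4 min; Activity was normalised to no-enzyme and no-compound control wells.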
AMA1-RON2 inh: inhibitors of Plasmodium falciparum AMA1-RON2 interaction; 360,000 compounds, 0.2% hits; Potency, µM (doses to about 58.2 µM), for inactives: at the highest dose activity change, negative = inhibition, actives largely listed as inhibitors; AlphaScreen AMA1-biotinylated RON2 peptide binding;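 further: potency means the concentration at half of the fitted maximal effect; 0% = vehicle wells and -100% = peptide control; nearly all actives have a fitted effect of over 45% in size; some results filed as inactive show a strong effect at the top dose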
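AMA1 (3D7) with his tag at 25 nM final met compounds first, then biotinylated RON2 peptide at 25 nM; detection used donor plus acceptor beads, 10 µg/mL apiece, read by AlphaScreen after 30 min at room temperature.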
Sm TGR block: S. mansoni TGR enzyme inhibition | Q962Y6 | purified TGR, DTNB reduction, TNB absorbance 405 nm | Potency, µM (series often up to 114 µM), for inactives: at the top dose activity change, negative = inhibition, usual class: inhibitors | 360,000 compounds, 3% hits; further: potency means the concentration at half of the fitted maximal effect; nearly all actives have a fitted effect of over 60% in size
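Kinetic colorimetric format: TGR-catalysed, NADPH-driven DTNB reduction monitored via TNB absorbance. Enzyme dispensed at 20 nM; compound exposure 15 min at room temperature before reaction start.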
HCMV inh: human cytomegalovirus inhibition. 410,000 compounds, 4.5% hits. activity change, negative = inhibition, % at 57.5 µM. HFF cells, HCMV-luciferase reporter, 72 h; active compounds read low; in the data active means activity change below about -60%; inconclusive means no clear call, values can overlap the other calls; inactive means above about -39%
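Luciferase read-out from HCMV-luciferase-infected HFFs (MOI 1 PFU/cell) 72 h post infection at 37C; compounds added after 16 h cell attachment; activity normalized between buffer-only basal and Salinomycin (10uM) inhibitor controls.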
Tb PYK inh: blocks Trypanosoma brucei pyruvate kinase; Q57TT1; TbPYK enzyme, Kinase-Glo Plus ATP luminescence, 45 min; Potency, µM (titrated, usually from 76.8 µM), for the others: top-dose activity, negative = inhibition, usual class: inhibitors; 410,000 compounds, 0.12% hits; AID 624173; further: potency means the concentration at half of the fitted maximal effect; nearly all actives have a fitted effect of over 50% in size
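Assay buffer: 50 mM TEA pH 7.2, 100 mM KCl, 10 mM MgCl2, 0.05% BSA, 0.01% Tween-20. Pyruvate kinase from T. brucei plus substrate met compound, then ADP (130 uM final). Luminescence was read post 45 min RT.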
LmPK inh: blocks Leishmania mexicana pyruvate kinase activity | purified LmPK, Kinase-Glo ATP luminescence, 1 h | Potency, µM (top dose mostly 57.5 µM), inactives show at the highest dose activity change, negative = inhibition, actives largely listed as inhibitors | 290,000 compounds, 0.37% hits | Q27686; further: potency means the concentration at half of the fitted maximal effect
Target sequence (Q27686 whole entry, looked up): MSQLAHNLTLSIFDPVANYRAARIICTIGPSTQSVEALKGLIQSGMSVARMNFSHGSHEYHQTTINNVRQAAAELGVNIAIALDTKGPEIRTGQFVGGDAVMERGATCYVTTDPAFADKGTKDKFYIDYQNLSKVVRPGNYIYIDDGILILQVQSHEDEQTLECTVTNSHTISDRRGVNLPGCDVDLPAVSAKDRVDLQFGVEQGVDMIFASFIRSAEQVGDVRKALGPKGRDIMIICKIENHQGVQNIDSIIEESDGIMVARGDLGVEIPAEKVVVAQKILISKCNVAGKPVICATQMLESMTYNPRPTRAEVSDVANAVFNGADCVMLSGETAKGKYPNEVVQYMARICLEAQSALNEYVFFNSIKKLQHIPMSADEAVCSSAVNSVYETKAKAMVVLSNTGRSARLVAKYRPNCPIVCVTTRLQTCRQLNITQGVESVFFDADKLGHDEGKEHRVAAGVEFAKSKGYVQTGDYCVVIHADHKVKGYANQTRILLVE
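Pyruvate kinase activity monitored as ATP production (luciferase luminescence). Conditions: 0.1 nM enzyme, 0.5 mM PEP, 0.1 mM ADP, 1 h, RT; normalized against uninhibited and no-enzyme wells.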
* hit, by the source's call; ? = inconclusive; . = no result given; & = joins results of further samples; [ ] = dose if it differs, or a comment. Unless noted, the call rests on the fitted dose curve; in most records, active means well fitted curve in the direction sought with a large enough effect; inconclusive means small, poorly fitted or top-dose-only effect, or another doubt; inactive means no such curve, though single readings can be large; an effect the other way counts as inactive or inconclusive. Unless noted, on the % scale 0 is the no-effect control and ±100 the full control effect. Random draw from the library; 7.4% or so of the library scored in one or more.

SMILES	AmpC inh no detg	AmpC inh detg	AMA1-RON2 inh	Sm TGR block	HCMV inh	Tb PYK inh	LmPK inh
COc1ccc(Cn2cc(Cn3c4ccccc4c(=O)n3C(C)C)nn2)cc1	.	.	13%	.	-19	4%	.
COC(=O)c1[nH]c2ccccc2c1NC(=O)CNC1CCCCC1	-8%	-1%	6%	-3%	14	-12%	-4%
Cc1cc(C)cc(NC(=O)CSc2ccc(-c3cccs3)nn2)c1	-27%	-7%&-2%	0%	-1%&-13%	?	-3%&5%	1%
Cc1cccc(N2CCN(Cc3cc(=O)oc4cc(C)ccc34)CC2C)c1 (stereo not given)	.	25%	.	10%	-66*	-3%	.
O=C(NCc1ccccc1CN1CCCC1)c1ccc(Cl)c(S(=O)(=O)N2CCCC2)c1	47%	0%	-23%	-17%	-22	6%	.
CN(C)c1ccc(C2N(c3ccc(F)cc3)C(=O)C3CCCN32)cc1 (stereo not given)	8%	-9%	-2%	-10%	13	-4%	2%
O=C(Cn1[nH]c(=O)c2ccccc2c1=O)Nc1cccnc1	7%	-2%	-2%	-15%	66	1%	11%
CC(=O)Nc1nc(-c2ccccc2)nc(-c2ccccc2OC(C)=O)n1	46%	-20%	0%	-14%	-29	7%	8%
COC(=O)C1=C(c2ccccc2OCc2ccccc2)C[C@@H]2CC[C@H]1N2C(=O)NCc1ccc(OC)cc1	-8%	-3%	-10%	-1%	-26	0%	.
COc1ccc(NC(=O)C(Sc2ccccc2)c2ccccc2)c(OC)c1 (stereo not given)	-21%	0%	-23%	-14%	-29	-1%	4%
CCOC(=O)C(C)/C(C)=N/NC(N)=S (stereo not given)	-33%	-9%	97%[activator]	-9%	?	-4%	1%
CCN(CC)S(=O)(=O)c1ccc(N2CCCC2)c(NC(=O)c2ccccc2OC)c1	18%	-5%	-7%	-5%	-36	-3%	0%
N#C/C(=C(/O)CSc1ccccc1C(=O)O)c1nc2ccccc2s1	-26%	?	-4%	-32%	28	-21%	-3%
COc1ccc(CCNC(=O)CSc2nc3ncccc3[nH]2)c(OC)c1	-19%	4%	7%	1%	-16	15%	-2%
O=C1NC(=O)N(Cc2ccccc2)C(=O)/C1=C\C=C\c1ccco1	-30%	3%	-27%	10µM*	-98*	-11%	19%
COc1ccccc1NS(=O)(=O)c1ccc(-c2cnc(C3CC3)o2)cc1	66%[activator]	4%	16%	2%	-13	3%	4%
O=C(NCc1cccs1)c1ccc2c(c1)sc1nc(-c3ccccc3)cn12	.	-2%	.	1%	.	3%	.
O=C(Oc1ccc(Cl)cc1)N1CCOCC1	-8%	-19%	11%	9%	42	-29%	1%
C=CCn1c(SCc2nc3sc(C(=O)O)c(C)c3c(=O)[nH]2)nnc1-c1ccc(F)cc1	-37%	?	13%	2%	-31	-10%	1%
CSc1ccc(CN(C)Cc2nc3ccccc3c(=O)[nH]2)cc1	-9%	-7%	74%[activator]	2%	-26	-3%	1%
CCN(CC)CCCn1c2c(c(SCC(=O)N3CCc4ccccc43)nc1=O)CCC2	-5%	-9%	3%	-6%	-10	-8%	.
Cc1ccccc1COc1ccc(-c2nnn(CC(=O)O)n2)cc1	-18%	?	-2%	-10%	-32	3%	-4%
CC(C(=O)c1ccc(Br)cc1)[n+]1cccc(NC(=O)c2ccccc2)c1 (stereo not given)	28%	?	4%	-2%	-24	-4%	2%
NC(=O)CC(NC(=O)Cc1cccc2ccccc12)c1ccc(NC2CCN(Cc3ccccc3)CC2)c([N+](=O)[O-])c1 (stereo not given)	80%[activator]	?	4%	-8%	-13	0%	0%
O=C(c1cnn2cccnc12)N1CCN(Cc2ccc3c(c2)OCO3)CC1	-15%	3%	-5%	4%	-5	-7%	5%
COc1ccc(-c2nsc(SCC(=O)NCc3ccc4c(c3)OCO4)n2)cc1	-45%	?	0%	-3%	32	3%	3%
Cc1ccc(CC(SCc2ccccc2)C(=O)O)cc1C (stereo not given)	-28%	-7%	4%	-2%	?	-1%	1%
Cc1noc(C)c1COC(=O)c1cc(F)c(F)cc1Cl	2%	?	14%	3%	18	-2%	-2%
Cc1ccc(C)c(NC(=O)c2cc(-c3cc(C)cc(C)c3O)n[nH]2)c1	?	-1%	101%[activator]	-4%	-10	5%	1%
Cc1cccc(C)c1OCC(=O)NCC1(N2CCOCC2)CCCCC1	.	3%	.	-4%	39	2%	.
COCCN(C(=O)COC(=O)CCc1ccc(OC)cc1)c1c(N)n(Cc2ccccc2)c(=O)[nH]c1=O	?	?	-7%	5%	-27	1%	.
Cc1ccc(CN2CCc3nc(SCC(=O)Nc4cccc(C)c4C)[nH]c(=O)c3C2)cc1	.	-9%	.	-8%	6	-17%	.
CN(C)c1nc2ccccc2n(C)c1=O	11%	-5%	4%	13%	?	-2%	-6%
COc1cccc(CNCC(O)COc2ccc(C(=O)c3ccccc3)cc2)c1 (stereo not given)	-11%	1%	-21%	3%	-34	-5%	4%
COc1ccc2c(c1)c(=O)c(C(=O)c1ccc(F)cc1)cn2CC(=O)Nc1ccc2c(c1)OCO2	.	10%	.	4%	-11	-7%	.
C/C(=N\O)C(=O)C(CN1CCCCC1)CN1CCCCC1	-7%	4%	3%	1.8µM*	?	?	-9%
O=C(COc1ccc(C(=S)N2CCC(Cc3ccccc3)CC2)cc1)N1CCOCC1	-2%[2.29 µM]	-13%	-11%	1%	-13	-11%	-1%
Cc1ccc(-c2nnn(CC(=O)N3CCCCC3)n2)c(-n2cnnn2)c1	-2%	-5%	-18%	-5%	46	1%	-2%
NC(=Nc1ccccc1)Nc1ccccc1	-7%	6%	-7%	-1%	-20	-6%	3%
CCOc1cccc2sc(N(CCN(CC)CC)C(=O)c3cccc([N+](=O)[O-])c3)nc12	32%	-4%	-6%	-2%	-17	1%	1%[11.5 µM]
COc1ccc(N(C(=O)c2ccccc2F)S(=O)(=O)c2ccc3c(c2)n(C)c(=O)n3C)cc1	.	11%	.	-3%	5	-2%	.
COc1ccc(-n2nc(C(=O)Nc3ccc4c(c3)OCO4)c3ccccc3c2=O)c(OC)c1	-18%	4%	2%	4%	30	0%	-7%
CCN(CC)C(=O)c1ccc2c(c1)N(Cc1ccccc1F)C(=O)c1ccccc1S2=O (stereo not given)	.	14%	.	1%	-10	13%	.
CC(C(=O)Nc1cccc(S(=O)(=O)N2CCOCC2)c1)N1CCN(c2ccc(F)cc2)CC1 (stereo not given)	101%[activator]	0%	-5%	0%	?	1%	-6%
COc1cccc(NC(=O)c2cc3c(=O)n(Cc4cccnc4)ccc3nc2C)c1	.	3%	.	2%	-11	-7%	.
Cc1ccc(C(=O)N/N=C2\CCc3ccccc32)c(C)c1	3%	4%	-6%	-1%	59	-8%	-11%
COc1ccc(-c2c(C)nn(-c3ccccc3)c2NC(C)=O)cc1OC	1%	?	-2%	8%	9	1%	3%
O=C(O)c1ccc2c(c1)C(=O)N(c1ncccn1)C2=O	-14%	-5%	-2%	3%	12	-17%	-4%
Cc1sc2nc3n(c(=O)c2c1C)NC(=O)CC3	-12%	?	17%	-2%	-1	-8%	-1%
CCCc1cc(=O)[nH]c(SCC(=O)Nc2oc(C)c3c(C)n[nH]c(=O)c23)n1	-7%	-15%	-18%	-21%	0	-16%	.
CN(C)C(=O)CCc1ccc2c3c([nH]c2c1)[C@]1(CCC2CCCC2)[C@@H](C(=O)N2CCOCC2)C[C@H](CC(=O)NCCN2CCOCC2)C(=O)N1CC3	178%[activator]	.	8%	.	-19	-2%	.

Random excerpt: 2 entries already listed
SMILES	AmpC inh no detg	AmpC inh detg	AMA1-RON2 inh	Sm TGR block	HCMV inh	Tb PYK inh	LmPK inh
Cc1sc2nc3n(c(=O)c2c1C)NC(=O)CC3	-12%	?	17%	-2%	-1	-8%	-1%
COc1ccc(-n2nc(C(=O)Nc3ccc4c(c3)OCO4)c3ccccc3c2=O)c(OC)c1	-18%	4%	2%	4%	30	0%	-7%

Among those listed so far, 7 contain fluorine:
SMILES	AmpC inh no detg	AmpC inh detg	AMA1-RON2 inh	Sm TGR block	HCMV inh	Tb PYK inh	LmPK inh
CN(C)c1ccc(C2N(c3ccc(F)cc3)C(=O)C3CCCN32)cc1 (stereo not given)	8%	-9%	-2%	-10%	13	-4%	2%
C=CCn1c(SCc2nc3sc(C(=O)O)c(C)c3c(=O)[nH]2)nnc1-c1ccc(F)cc1	-37%	?	13%	2%	-31	-10%	1%
Cc1noc(C)c1COC(=O)c1cc(F)c(F)cc1Cl	2%	?	14%	3%	18	-2%	-2%
COc1ccc2c(c1)c(=O)c(C(=O)c1ccc(F)cc1)cn2CC(=O)Nc1ccc2c(c1)OCO2	.	10%	.	4%	-11	-7%	.
COc1ccc(N(C(=O)c2ccccc2F)S(=O)(=O)c2ccc3c(c2)n(C)c(=O)n3C)cc1	.	11%	.	-3%	5	-2%	.
CCN(CC)C(=O)c1ccc2c(c1)N(Cc1ccccc1F)C(=O)c1ccccc1S2=O (stereo not given)	.	14%	.	1%	-10	13%	.
CC(C(=O)Nc1cccc(S(=O)(=O)N2CCOCC2)c1)N1CCN(c2ccc(F)cc2)CC1 (stereo not given)	101%[activator]	0%	-5%	0%	?	1%	-6%
